Source: PubChem (several laboratories)
PvdQ acylase: P. aeruginosa PvdQ acylase inhibitors, primary screen, biochemical, fluorescence, plate reader and imaging, single point. inhibition, % at 10 µM. AID 488965, 2010. PvdQ acylase [Pseudomonas aeruginosa LESB58]. 340,000 compounds, 0.063% hits. purified PvdQ acylase; in the data active means inhibition above about 30%, passing the limit was not always enough; inconclusive means no clear call, values can overlap the other calls;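 further: 0% = vehicle neutral wells and 100% = reference inhibitor wells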
MITF TRPM1 HTS: activators of MITF-driven TRPM1 promoter reporter, primary screen, cell-based, SK-MEL-5, luciferase, single point. 300,000 compounds, 0.75% hits. activation, % at 12.5 µM. SK-MEL-5 TRPM1-promoter luciferase, 24 h; % of positive control, neutral wells = 0. AID 588334, 2011;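 active means mean activation of at least 80% with every replicate also reaching 80%; inconclusive means mean reaches 80% but some replicate falls short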;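 further: 0% = neutral control wells and 100% = parthenolide positive control wells; values of inactives mirror those of a sister screen read the other way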
Wnt act: Wnt/beta-catenin pathway activators, primary screen, cell-based, plate reader, single point; Wnt/beta-catenin reporter cell assay, activator; 300,000 compounds, 1.2% hits; activation, % at 9.35 µM; in the data active means activation above about 30%, passing the limit was not always enough; inconclusive means no clear call, values can overlap the other calls;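 further: 0% = neutral control wells and 100% = positive control wells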
V-ATPase pHluor: regulators of yeast V-ATPase proton pumping, primary screen, pHLuorin cytosolic pH fluorescence | S. cerevisiae | response, % at 10 µM | 350,000 compounds, 0.37% hits; in the data active means response mostly above about 7.3%, no sharp cut-off; inactive means mostly below about 5.4%; further: actives read high; inactives centre near 0; some compounds called inactive have numbers as strong as hits; reference of the scale not given here
SR-BI HDL uptake: inhibitors of SR-BI mediated HDL lipid uptake, primary screen, ldlA[mSR-BI] cells, fluorescence, single point; Scavenger receptor class B member 1 (Mus musculus), Q61009; ldlA[mSR-BI] CHO cells, DiI-HDL uptake fluorescence, 3 h; inhibition, % at 12.5 µM; 320,000 compounds, 0.96% hits;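 active means mean replicate inhibition of at least 70% and a set share of replicates each scoring 70 or more; inconclusive means meets just one of the two criteria; inactive means fails both criteria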;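 further: 0% = median of neutral control wells and 100% = median of positive control wells; values of inactives mirror those of a sister screen read the other way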
HTR5A ag ctr: HTR5A agonists in luminescence cell assay, primary screen, counter-screen for OPRM1-OPRD1 heterodimer agonist project, full-deck HTS | 5-hydroxytryptamine receptor 5A (Homo sapiens), P47898 | cell-based | activation, % at 9.3 µM | 340,000 compounds, 0.61% hits | AID 504692, 2011; in the data active means activation mostly above about 9.5%, no sharp cut-off; inactive means mostly below about 7.6%;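 further: 0% = cells with vehicle only and 100% = reference agonist; strong numbers were not always called active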
Target sequence (P47898 whole entry, looked up): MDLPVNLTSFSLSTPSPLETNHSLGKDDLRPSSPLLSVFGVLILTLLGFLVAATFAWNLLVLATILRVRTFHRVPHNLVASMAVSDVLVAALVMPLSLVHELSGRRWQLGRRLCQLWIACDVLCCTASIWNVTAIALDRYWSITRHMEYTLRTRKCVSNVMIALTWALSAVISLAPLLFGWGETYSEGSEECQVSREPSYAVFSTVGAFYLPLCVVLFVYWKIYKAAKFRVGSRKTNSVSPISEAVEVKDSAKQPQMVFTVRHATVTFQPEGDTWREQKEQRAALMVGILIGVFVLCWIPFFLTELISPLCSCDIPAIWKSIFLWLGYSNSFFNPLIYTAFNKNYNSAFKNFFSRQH
CDK5 inh: inhibitors of human CDK5/p35 kinase, primary screen, biochemical, single concentration. Cyclin-dependent kinase 5 (Homo sapiens) + Cyclin-dependent kinase 5 activator 1 (Homo …. Recombinant CDK5/p35, ADP-Glo luminescence, 60 min. inhibition, % at 10 µM. 330,000 compounds, 0.01% hits. AID 488839, 2010;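 active means highest replicate inhibition of at least 50% and at least 75% of replicates reaching 50%; inconclusive means only one of the two criteria met; inactive means both criteria failed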;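 further: plate controls were DMSO neutral control for no effect and GW8510 at 10 µM for full effect; many of its hits are not listed in these tables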
dFosB act: activators of delta FosB homodimer, primary screen, biochemical, fluorescence polarization, TAMRA-CDK5 oligo, single point | Protein FosB (Mus musculus), P13346 | purified delta FosB; percent of positive-control signal above neutral wells | activation, % at 25 µM | 340,000 compounds, 0.99% hits;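 active means mean activation above about 17%, with every replicate also reaching it, limit read from the data, passing the limit was not always enough; inconclusive means only one of the two conditions met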;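 further: fluorescence polarization rise as delta FosB binds a TAMRA Cdk5 AP-1 oligo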
Target sequence (P13346 whole entry, looked up): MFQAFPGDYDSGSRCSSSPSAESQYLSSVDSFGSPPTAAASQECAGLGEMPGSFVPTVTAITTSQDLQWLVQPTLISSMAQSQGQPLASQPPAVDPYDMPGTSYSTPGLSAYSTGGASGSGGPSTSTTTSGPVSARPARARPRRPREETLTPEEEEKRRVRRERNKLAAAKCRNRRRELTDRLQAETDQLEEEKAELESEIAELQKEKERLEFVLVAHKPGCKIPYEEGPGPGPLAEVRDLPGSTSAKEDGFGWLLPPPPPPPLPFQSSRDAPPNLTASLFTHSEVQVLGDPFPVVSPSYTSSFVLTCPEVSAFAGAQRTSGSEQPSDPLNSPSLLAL
NSD2 inh: NSD2 histone methyltransferase inhibitors, primary screen, biochemical, AlphaScreen, single concentration, set 2 | Histone-lysine N-methyltransferase NSD2 (Homo sapiens), O96028 | NSD2 peptide methylation, 120 min | inhibition, % at 12.5 µM | 310,000 compounds, 0.54% hits | AID 743445, 2014; in the data active means inhibition above about 50%
HTR5A inv ag: HTR5A inverse agonists in luminescence cell assay, primary screen, counter-screen for OPRM1-OPRD1 heterodimer inverse agonist project, full-deck HTS; 340,000 compounds, 0.083% hits; inhibition, % at 9.3 µM; HTR5A cell line, inverse agonism; in the data active means inhibition mostly above about 23%, no sharp cut-off; inactive means mostly below about 18%;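 further: 0% = cells with DMSO and 100% = no-cell wells with DMSO; some compounds called inactive have numbers as strong as hits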
An asterisk follows results filed as active; ? = inconclusive; . = no result given.

SMILES,PvdQ acylase,MITF TRPM1 HTS,Wnt act,V-ATPase pHluor,SR-BI HDL uptake,HTR5A ag ctr,CDK5 inh,dFosB act,NSD2 inh,HTR5A inv ag
O=C(/C=C/c1ccco1)NC(=S)Nc1cccc(C(=O)O)c1,-9,8,4,6,-1,-1,-2.6,-4,40,4
O=C(Cn1ccc(NC(=O)OCc2ccccc2)nc1=O)NCCCc1ccccc1,-12,6,-2,-3,21,-6,1.7,7,.,8
COc1ccc(Nc2cc(Nc3cc(OC)c(OC)c(OC)c3)ncn2)cc1,-6,-8,0,1,14,2,0.9,2,1,-7
COc1ccc(C2c3cc(OC)c(OC)cc3CCN2C(=O)c2cccc([N+](=O)[O-])c2)cc1OC (stereo not drawn),-2,16,18,4,1,1,0.2,-13,4,-4
N#Cc1sc2nc(C3CC3)cc(-c3ccccc3)c2c1N,-14,9,-2,-1,21,2,-1.2,4,-1,12
CC(=O)Nc1cccc(NC(=O)c2cccc3cccnc23)c1,-10,7,2,3,4,11,0.3,-55,4,-30
CCn1c(=O)cc(OCC(=O)N2CCN(c3cccc(C(F)(F)F)c3)CC2)c2ccccc21,6,0,-5,0,14,6,-3.1,-2,3,3
CCCC[n+]1ccc(-c2nc3ccc([N+](=O)[O-])cc3[nH]2)cc1,9,7,9,-3,-9,-1,-0.6,2,33,3
O=C(O)c1ccccc1NC(=O)c1cc2ccccc2oc1=O,-13,.,10,0,-4,5,0.0,-10,-1,-18
CCCCn1c(=O)c2c(nc3n2CCCN3Cc2ccccc2)n(C)c1=O,-9,9,-2,0,-74,1,-0.6,-7,0,-5
O=C1CCCN1c1cccc(Br)c1,2,-5,.,-1,-3,2,-2.6,1,2,-7
O=C1C(=O)N(CCS(=O)(=O)c2ccccc2)c2ccc(F)cc21,-7,-57,0,2,-9,-1,.,-9,100*,10
CC1(C)CC(CC(=O)O)(c2ccccc2)CCO1 (stereo not drawn),1,-2,.,4,-24,-3,0.0,3,-3,6
CN(CC(=O)NCCc1ccc(F)cc1)Cc1ccc(Br)cc1,-24,7,0,4,10,-1,-1.4,-11,-9,-27
Cc1csc(=O)n1CCC(=O)OCC(=O)c1c(N)n(C)c(=O)n(C)c1=O,3,5,-1,-2,-3,-3,-1.1,-1,-1,8

An excerpt taken from the entries so far, for reference:
SMILES,PvdQ acylase,MITF TRPM1 HTS,Wnt act,V-ATPase pHluor,SR-BI HDL uptake,HTR5A ag ctr,CDK5 inh,dFosB act,NSD2 inh,HTR5A inv ag
O=C(/C=C/c1ccco1)NC(=S)Nc1cccc(C(=O)O)c1,-9,8,4,6,-1,-1,-2.6,-4,40,4
O=C(Cn1ccc(NC(=O)OCc2ccccc2)nc1=O)NCCCc1ccccc1,-12,6,-2,-3,21,-6,1.7,7,.,8
COc1ccc(Nc2cc(Nc3cc(OC)c(OC)c(OC)c3)ncn2)cc1,-6,-8,0,1,14,2,0.9,2,1,-7
COc1ccc(C2c3cc(OC)c(OC)cc3CCN2C(=O)c2cccc([N+](=O)[O-])c2)cc1OC (stereo not drawn),-2,16,18,4,1,1,0.2,-13,4,-4
N#Cc1sc2nc(C3CC3)cc(-c3ccccc3)c2c1N,-14,9,-2,-1,21,2,-1.2,4,-1,12
CC(=O)Nc1cccc(NC(=O)c2cccc3cccnc23)c1,-10,7,2,3,4,11,0.3,-55,4,-30
CCn1c(=O)cc(OCC(=O)N2CCN(c3cccc(C(F)(F)F)c3)CC2)c2ccccc21,6,0,-5,0,14,6,-3.1,-2,3,3
CCCC[n+]1ccc(-c2nc3ccc([N+](=O)[O-])cc3[nH]2)cc1,9,7,9,-3,-9,-1,-0.6,2,33,3
O=C(O)c1ccccc1NC(=O)c1cc2ccccc2oc1=O,-13,.,10,0,-4,5,0.0,-10,-1,-18

The listing continues.
SMILES,PvdQ acylase,MITF TRPM1 HTS,Wnt act,V-ATPase pHluor,SR-BI HDL uptake,HTR5A ag ctr,CDK5 inh,dFosB act,NSD2 inh,HTR5A inv ag
CCN(CC)S(=O)(=O)c1cccc(NC(=O)CN(C)Cc2cccc(OC)c2)c1,-12,-12,1,0,33,-5,0.8,-5,-4,15
O=C(CSc1nnc(CNC(=O)c2ccco2)o1)Nc1ccccc1C(F)(F)F,-13,-5,-4,1,-8,-2,0.5,-4,-4,-18
COc1ccc(NC(=O)CN(C)CC(=O)NCC(=O)Nc2ccc(F)cc2)cc1,-12,6,-2,-2,-5,2,-0.3,-9,1,-16
O=C1NC(=S)NC(=O)C1Nc1ccc(Cl)cc1,9,1,2,3,2,4,3.0,2,1,-13
CCCOC1CCCN(C(=O)c2ccc3oc(C(C)C)nc3c2)C1 (stereo not drawn),-11,19,-1,3,-8,-2,-2.6,-11,-2,-20
O=C(NCCCN1CCCC1=O)c1cc(COc2ccc(F)cc2F)on1,-13,26,4,1,1,-4,-0.4,-1,5,-4
CCc1noc(C)c1C(=O)NNC(=O)c1ccccc1Cl,-13,-3,0,4,-24,-1,-2.9,-2,-3,3
COc1ccc(Br)c(C(=O)N2CCN(S(=O)(=O)c3cccs3)CC2)c1,-11,7,2,1,1,-3,-0.5,-9,0,9
Fc1ccc(NC(=S)Nc2cccnc2)c(Cl)c1,1,-1,0,1,-2,-2,-0.3,1,-3,5
CC(C)CNC(=O)C1CCN(c2ccc(S(=O)(=O)N3CCOCC3)cc2Cl)CC1,4,-3,3,9,24,3,0.6,5,-1,2
CC(OC(=O)c1ccc2ncsc2c1)C(=O)Nc1ncc(Cl)cc1Cl (stereo not drawn),-15,11,-2,2,-13,-1,1.4,0,0,8
Cc1cc2ccccc2nc1SCC(=O)N1c2ccccc2CC1C (stereo not drawn),-15,5,.,-2,-18,1,0.6,0,-2,19
CCCn1nnc(NC(=O)c2ccc(-c3cc(Cl)ccc3Cl)o2)n1,-7,8,-5,3,22,-1,1.9,-7,-2,2
CN(C)c1nc(NCc2ccccc2)nc(SCC(=O)Nc2ccccc2)n1,-16,-10,0,1,12,8,2.8,-8,.,3
Cc1ccc2c(c1)NCCO2,-5,6,.,4,-6,7,2.3,-7,-18,-10

SMILES,PvdQ acylase,MITF TRPM1 HTS,Wnt act,V-ATPase pHluor,SR-BI HDL uptake,HTR5A ag ctr,CDK5 inh,dFosB act,NSD2 inh,HTR5A inv ag
CCN(C(=O)COC(=O)/C=C/c1cccc(Br)c1)C1CCS(=O)(=O)C1 (stereo not drawn),2,-10,0,-2,8,1,-1.8,6,-1,7
CCN(CC)C(=O)N(CC)Cc1ccccc1,-9,3,?,-3,-9,2,0.4,3,5,-19
COc1ccc(C(=C(CC(=O)O)C(=O)OC(C)(C)C)c2cc(OC)c(OC)c(OC)c2)cc1OC,-18,-5,4,-1,-16,0,-1.2,-8,0,-2
O=C(CN1C(=O)/C(=C/c2ccccc2F)Sc2ccccc21)NCc1cccnc1,15,-5,-3,-2,12,7,3.4,-10,0,-11
O=C1/C(=C/c2cccnc2)SC(=S)N1c1ccc(F)cc1,-3,-1,0,2,-24,5,-0.3,0,-3,-13
Cc1nn2c(-c3ccc(Cl)cc3)nnc2s1,-3,7,.,0,-6,-2,-1.1,-1,-3,1
C=CCC(=O)NC1CCCc2c1cnn2-c1cc(F)cc(F)c1 (stereo not drawn),-10,-10,0,-1,9,5,0.2,1,2,-15
CC(=O)NC(Cc1ccc(F)cc1)C(=O)NC1CCN(C(=O)Nc2cccc(C)c2)CC1 (stereo not drawn),-9,17,2,-2,-10,5,1.0,-4,-2,-14
NC(=O)c1ccc(NC(=O)CNC(=O)c2sc3ccccc3c2Cl)cc1,9,15,3,-2,7,-1,-0.2,38*,0,2
Cc1ccccc1NC(=O)CN1C(=O)COc2ccc(S(=O)(=O)N3CCCC3)cc21,-3,-7,1,0,25,0,1.9,-9,-4,0
O=C(Nc1ccccc1N1CCOCC1)C1(c2ccc(Cl)cc2)CCC1,-12,-2,0,-1,20,5,-3.3,0,.,6
COc1cc(OC)cc(C(=O)NC(C(=O)NCCN(C)C)C23CC4CC(CC(C4)C2)C3)c1 (stereo not drawn),-8,3,-2,-5,-11,-1,-0.9,-5,3,2
O=C(C1=C[C@H](c2ccc(Br)cc2)C[C@H](OCc2ccc(CO)cc2)O1)N1CCOCC1,-16,11,-2,-6,-5,3,2.4,1,.,4
COc1cccc(NC(=S)NN=C2CCCCCC2)c1,1,66,11,1,18,3,2.6,3,36,-8
CCOc1ccc(NS(=O)(=O)c2ccc(C(=O)N(CC)CC(=O)NCc3cccs3)cc2)cc1,-2,-9,-2,-2,10,6,0.5,-5,-1,-8

SMILES,PvdQ acylase,MITF TRPM1 HTS,Wnt act,V-ATPase pHluor,SR-BI HDL uptake,HTR5A ag ctr,CDK5 inh,dFosB act,NSD2 inh,HTR5A inv ag
O=C(NNC(=O)C12CC3CC(CC(C3)C1)C2)c1ccco1,-9,7,-1,-3,-7,3,0.9,7,-3,-27
COc1ccc(C(=O)N2CCN(C)C(=O)[C@@H]2C)cc1OC1CCN(C(C)=O)CC1,-3,-6,-1,2,-15,2,-0.4,-4,-1,22
COc1cccc(NC(=O)CN(C)C(=O)c2cccc(NS(=O)(=O)c3ccccc3)c2)c1,-12,-2,0,0,10,12,0.4,-11,-1,-33
CCOc1ccc(C(=O)NCC(=O)NCCCSc2ccccc2)cc1OCC,-10,-10,-1,5,45,-3,-3.6,-1,1,7
CCOC(=O)C1=C(COC(=O)C(C)(C)Oc2ccc(Cl)cc2)NC(=O)NC1C (stereo not drawn),-6,3,-5,1,-19,2,0.2,-20,0,-6
CC[C@@H]1CCCCc2ccccc2[C@H](C(=O)C[C@@H](O)CC(C)=O)OC1=O,8,-15,-2,-1,1,2,0.4,-2,.,3
COc1ccc(CCNS(=O)(=O)c2cn(C)nc2C)cc1OC,7,-5,0,6,-12,-2,1.8,-6,4,4
CCN(CC)c1ccc(/C=C(\C#N)C(N)=S)cc1,6,27,10,-4,.,-1,0.3,-11,18,-6
Cc1cccc(NC(=O)c2n[nH]c([N+](=O)[O-])c2Br)c1C,-8,79,45*,6,-5,4,-0.8,-4,-20,-12
O=c1[nH]c2c(c(=O)[nH]1)CCC2,-3,-11,-1,-2,0,6,-3.2,-8,.,-15
CN1C(=O)C2(OCCCO2)c2cc(Cl)ccc21,-18,-1,1,0,1,0,0.8,1,-1,-1
O=C(Cc1cc2ccccc2o1)NCc1ccc(F)cc1,-12,-2,3,7,.,-1,2.1,-3,4,5
